Vif imaging: HIV Vif self-association inhibitors, primary screen, imaging, HEK293T, single point. HEK293T cells, Vif self-association by quenched fluorescence, 24 h. inhibition, % at 7.49 µM. 0.35% of 340,000 active. AID 602346, 2012; in the data active = inhibition above about 50%, passing the limit was not always enough; also: some results filed as inactive read as strong as hits
C8 TRAIL sens: viability loss with TRAIL in NB7+C8 cells, primary screen, TRAIL sensitizer project, cell-based, ATPlite luminescence; inhibition (viability loss, TRAIL sensitization), % at 10 µM; 1% of 360,000 active;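 active = compounds causing at least 50% loss of cell viability in the single-dose screen, relative to plate controls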
LRH-1 inv ag: LRH-1 (NR5A2) inverse agonists, primary screen, cell-based, luminescence, HEK293T, StAR-luciferase reporter | Nuclear receptor subfamily 5 group A member 2 (Homo sapiens), O00482 | LRH-1 transfected, 24 h | inhibition, % at 3.6 µM | 0.13% of 360,000 active | AID 602396, 2012;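 active = inhibition above the mean inhibition of all tested compounds plus 3 SD, cut at about 73% in these data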;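 also: 0% = DMSO wells and 100% = reporter-only cells lacking LRH-1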
NCOA1 inh: SRC1 coactivator transcriptional activity inhibitors, primary screen, cell-based, luminescence | inhibition, % at 3.6 µM | AID 588354, 2011 | 0.12% of 360,000 active | Nuclear receptor coactivator 1 (Homo sapiens), Q15788 | HEK293 GAL4-SRC1 luciferase reporter;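 active = inhibition above the campaign mean plus 3 SD, with each screening campaign given its own cutoff, cut at about 60% in these data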;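 also: 0% = DMSO treated cells and 100% = gossypol at 36 µM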
SRC3 inh: SRC3 coactivator transcriptional activity inhibitors, primary screen, cell-based, luminescence | Nuclear receptor coactivator 3 (Homo sapiens), Q9Y6Q9 | HEK293 GAL4-SRC3 luciferase reporter | inhibition, % at 3.6 µM | 0.17% of 360,000 active;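 active = inhibition above a per-campaign cutoff, the mean of all compounds plus 3 SD, cut at about 60% in these data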;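 also: 0% = DMSO-treated cells and 100% = gossypol-treated cells at 36 µM; higher means less SRC3-driven luciferase light from the GAL4 reporter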
TROY signal inh: inhibitors of TROY-driven NF-kB signaling, primary screen, Q293 LMP1-TROYcd cells, NF-kB luciferase, uHTS; 0.98% of 360,000 active; Q293 LMP1-TROYcd NF-kB luciferase reporter, 4 h; inhibition, % at 10 µM; AID 1347056, 2019;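 active = compounds whose plate-normalised and pattern-corrected inhibition of the luciferase reporter signal at the single screening dose is 50% or more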
NR2F2 inh: NR2F2 transcriptional activity inhibitors, primary screen, cell-based, luciferase reporter, HEK293T, luminescence; COUP transcription factor 2 (Homo sapiens), P24468; HEK293T NGFI-A luciferase reporter; inhibition, % at 8.6 µM; 0.7% of 370,000 active;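 active = inhibition above a per-plate cutoff, mean inhibition of test wells between control levels plus 3 SD, cut at about 38% in these data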;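 also: cells cotransfected with COUP-TFII expression vector driving the NGFI-A reporter; 0% = median of COUP-TF2 test wells and 100% = reporter-only cells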
NCOA2 inhibitor: inhibition of GAL4-SRC2 driven luciferase reporter, primary screen, SRC2 inhibitor project, cell-based, luminescence | HEK293 GAL4-SRC2 luciferase reporter | inhibition, % at 9 µM | 0.17% of 370,000 active;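 active = inhibition above the mean inhibition of all tested compounds plus 3 SD, set per campaign, cut at about 52% in these data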;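 also: 0% = DMSO treated cells and 100% = cells given Gossypol at 36 µM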
NOD2-RIPK2 inh: NOD2-RIPK2 binding disruptors in cells, primary screen, fluorescence, CHO cells, BLA complementation. AID 624267, 2012. 0.38% of 360,000 active. inhibition, % at 4.98 µM. CCF4 ratio. Receptor-interacting serine/threonine-protein kinase 2 (Homo sapiens), O43353; in the data active = inhibition above about 21%;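 also: 0% = vehicle only and 100% = reference blocker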
LMP1 NFkB inh: EBV LMP1-driven NF-kappaB luciferase reporter inhibitors, primary screen, cell-based, luminescence, single point; inhibition, % at 12.5 µM; AID 504558, 2011; LMP1-induced NF-kappaB luciferase reporter cells; 0.69% of 350,000 active; in the data active = inhibition above about 41%;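 also: 0% = neutral control wells and 100% = reference inhibitor control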
TLR9-MyD88 block: inhibitors of TLR9-MyD88 association in cells, primary screen, cell-based, CHO, BLA complementation, fluorescence | 0.21% of 340,000 active | CCF4 FRET ratio | AID 504734, 2011 | inhibition, % at 4.98 µM | Toll-like receptor 9 (Homo sapiens) + Myeloid differentiation primary response protein …;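 active = inhibition above the mean over all tested compounds plus 3 SD, cut at about 21% in these data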;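 also: 0% = DMSO only wells and 100% = clavulanate BLA inhibitor control wells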
An asterisk follows results filed as active.

Results for O=C(NCc1ccc(F)cc1)C(=O)NCC1CCCN1S(=O)(=O)c1ccccc1 (stereo unspecified) ?
Vif imaging: -1; C8 TRAIL sens: -3; LRH-1 inv ag: 0; NCOA1 inh: -21; SRC3 inh: 4; TROY signal inh: -27; NR2F2 inh: 17; NCOA2 inhibitor: -17; NOD2-RIPK2 inh: -9; LMP1 NFkB inh: 8; TLR9-MyD88 block: -3

Results for CN(C(=O)c1cccc(C#N)c1)c1nnc(-c2ccncc2)s1 ?
Vif imaging: -3; C8 TRAIL sens: 9; LRH-1 inv ag: -5; NCOA1 inh: -2; SRC3 inh: 16; TROY signal inh: 4; NR2F2 inh: 2; NCOA2 inhibitor: -11; NOD2-RIPK2 inh: -3; LMP1 NFkB inh: 0; TLR9-MyD88 block: 0

What do the screens show for `Cc1ccc(NC(=O)COC(=O)/C=C/c2c(C)nn(-c3ccc(F)cc3)c2Cl)cc1F`?
Vif imaging: -1; C8 TRAIL sens: 3; LRH-1 inv ag: -26; NCOA1 inh: -8; SRC3 inh: 4; TROY signal inh: 15; NR2F2 inh: 7; NCOA2 inhibitor: -4; NOD2-RIPK2 inh: -7; LMP1 NFkB inh: 1; TLR9-MyD88 block: -8

What do the screens show for `CCn1c(C)nnc1SCC(=O)Nc1cccc(Cl)c1`?
Vif imaging: 28; C8 TRAIL sens: -3; LRH-1 inv ag: -9; NCOA1 inh: -4; SRC3 inh: 10; TROY signal inh: 8; NR2F2 inh: -29; NCOA2 inhibitor: -11; NOD2-RIPK2 inh: -4; LMP1 NFkB inh: -9; TLR9-MyD88 block: -6

Results for O=C(NCCOc1ccccc1)C1CCCCC1 ?
Vif imaging: -3; C8 TRAIL sens: -2; LRH-1 inv ag: -88; NCOA1 inh: -39; SRC3 inh: -45; TROY signal inh: -44; NR2F2 inh: -15; NCOA2 inhibitor: -21; NOD2-RIPK2 inh: 4; LMP1 NFkB inh: -14; TLR9-MyD88 block: -4

What do the screens show for `Cc1ccc(NC(=O)CN(C)C(=O)c2cccc(S(=O)(=O)N3CCCC3)c2)cc1`?
Vif imaging: -19; C8 TRAIL sens: 0; LRH-1 inv ag: 14; NCOA1 inh: 8; SRC3 inh: -4; TROY signal inh: 15; NR2F2 inh: 5; NCOA2 inhibitor: -8; NOD2-RIPK2 inh: 0; LMP1 NFkB inh: 1; TLR9-MyD88 block: -4

What do the screens show for `COc1cc(-c2nnc(-c3cccnc3)o2)cc(OC)c1OC`?
Vif imaging: -3; C8 TRAIL sens: -1; LRH-1 inv ag: 13; NCOA1 inh: -33; SRC3 inh: 2; TROY signal inh: -13; NR2F2 inh: -14; NCOA2 inhibitor: -21; NOD2-RIPK2 inh: 10; LMP1 NFkB inh: 3; TLR9-MyD88 block: 9

Results for O=C(CCNC(=O)C1CCN(S(=O)(=O)c2ccc(F)cc2)CC1)NCc1cccc(Cl)c1 ?
Vif imaging: -7; C8 TRAIL sens: -5; LRH-1 inv ag: 5; NCOA1 inh: -6; SRC3 inh: 6; TROY signal inh: 12; NR2F2 inh: -9; NCOA2 inhibitor: 29; NOD2-RIPK2 inh: 1; LMP1 NFkB inh: -7; TLR9-MyD88 block: -2

Results for CC(=O)c1cnc(-c2ccccc2Cl)s1 ?
Vif imaging: 57*; C8 TRAIL sens: 3; LRH-1 inv ag: -6; NCOA1 inh: -2; SRC3 inh: 3; TROY signal inh: 47; NR2F2 inh: 8; NCOA2 inhibitor: -21; NOD2-RIPK2 inh: 3; LMP1 NFkB inh: -8; TLR9-MyD88 block: -6

Results for O=C(/C=C/c1ccco1)N1CCN(S(=O)(=O)c2ccccc2)CC1 ?
Vif imaging: 5; C8 TRAIL sens: 4; LRH-1 inv ag: 12; NCOA1 inh: -21; SRC3 inh: 15; TROY signal inh: -14; NR2F2 inh: 5; NCOA2 inhibitor: 10; NOD2-RIPK2 inh: 6; LMP1 NFkB inh: 2; TLR9-MyD88 block: 8

What do the screens show for `O=C(NCCc1ccccc1)/C(=C\c1ccccc1)NC(=O)c1ccco1`?
C8 TRAIL sens: 9; LRH-1 inv ag: 5; NCOA1 inh: -11; SRC3 inh: 5; TROY signal inh: -29; NR2F2 inh: -13; NCOA2 inhibitor: -2; NOD2-RIPK2 inh: -2; LMP1 NFkB inh: -5; TLR9-MyD88 block: 1

How did CCCC(=O)Nc1nc(-c2ccc(OC)cc2)cs1 do in these assays?
Vif imaging: 7; C8 TRAIL sens: 10; LRH-1 inv ag: -73; NCOA1 inh: -74; SRC3 inh: -48; TROY signal inh: -62; NR2F2 inh: -19; NCOA2 inhibitor: -43; NOD2-RIPK2 inh: -15; LMP1 NFkB inh: -17; TLR9-MyD88 block: -7

Results for CCOC(=O)c1[nH]c2ccccc2c1NC(=O)c1ccco1 ?
Vif imaging: -11; C8 TRAIL sens: 2; LRH-1 inv ag: 10; NCOA1 inh: 5; SRC3 inh: 1; TROY signal inh: -7; NR2F2 inh: 12; NCOA2 inhibitor: 9; NOD2-RIPK2 inh: 2; LMP1 NFkB inh: -2; TLR9-MyD88 block: -6

How did CC1=NN(C(=O)c2ccc(Cn3cc([N+](=O)[O-])cn3)cc2)C(O)(C(F)(F)F)C1 (stereo unspecified) do in these assays?
Vif imaging: 2; C8 TRAIL sens: 0; LRH-1 inv ag: 8; NCOA1 inh: -1; SRC3 inh: 22; TROY signal inh: 6; NR2F2 inh: 1; NCOA2 inhibitor: 2; NOD2-RIPK2 inh: 0; LMP1 NFkB inh: 1; TLR9-MyD88 block: -1

How did O=[N+]([O-])c1ccccc1SNc1ccccn1 do in these assays?
Vif imaging: -1; C8 TRAIL sens: -4; LRH-1 inv ag: 9; NCOA1 inh: 4; SRC3 inh: 9; TROY signal inh: 9; NR2F2 inh: -1; NCOA2 inhibitor: -23; NOD2-RIPK2 inh: 1; LMP1 NFkB inh: 0; TLR9-MyD88 block: -9

Reprinted from the part before: three entries, then new ones.
Results for CCOC(=O)c1[nH]c2ccccc2c1NC(=O)c1ccco1 ?
Vif imaging: -11; C8 TRAIL sens: 2; LRH-1 inv ag: 10; NCOA1 inh: 5; SRC3 inh: 1; TROY signal inh: -7; NR2F2 inh: 12; NCOA2 inhibitor: 9; NOD2-RIPK2 inh: 2; LMP1 NFkB inh: -2; TLR9-MyD88 block: -6

How did CC1=NN(C(=O)c2ccc(Cn3cc([N+](=O)[O-])cn3)cc2)C(O)(C(F)(F)F)C1 (stereo unspecified) do in these assays?
Vif imaging: 2; C8 TRAIL sens: 0; LRH-1 inv ag: 8; NCOA1 inh: -1; SRC3 inh: 22; TROY signal inh: 6; NR2F2 inh: 1; NCOA2 inhibitor: 2; NOD2-RIPK2 inh: 0; LMP1 NFkB inh: 1; TLR9-MyD88 block: -1

How did O=[N+]([O-])c1ccccc1SNc1ccccn1 do in these assays?
Vif imaging: -1; C8 TRAIL sens: -4; LRH-1 inv ag: 9; NCOA1 inh: 4; SRC3 inh: 9; TROY signal inh: 9; NR2F2 inh: -1; NCOA2 inhibitor: -23; NOD2-RIPK2 inh: 1; LMP1 NFkB inh: 0; TLR9-MyD88 block: -9

Results for O=C(CN1CCN(C2CCCCC2)CC1)NCCC1=CCCCC1 ?
Vif imaging: 5; C8 TRAIL sens: -1; LRH-1 inv ag: 28; NCOA1 inh: -22; SRC3 inh: -6; TROY signal inh: -3; NR2F2 inh: 6; NCOA2 inhibitor: 0; NOD2-RIPK2 inh: 5; LMP1 NFkB inh: -21; TLR9-MyD88 block: -8

What do the screens show for `C[C@@H](NC(=O)[C@@H]1CCCN1C(=O)[C@@H]1CCCN1C(=O)c1cccs1)c1ccccc1`?
C8 TRAIL sens: -14; LRH-1 inv ag: 3; TROY signal inh: -1; NR2F2 inh: 3; NCOA2 inhibitor: -17; NOD2-RIPK2 inh: -1

What do the screens show for `Cc1ccc(CN(C)C[C@@H]2OCc3cnnn3CCCC(=O)N([C@H](C)CO)C[C@H]2C)cc1`?
Vif imaging: 2; C8 TRAIL sens: -6; LRH-1 inv ag: 11; NCOA1 inh: -2; SRC3 inh: 14; TROY signal inh: -3; NR2F2 inh: -10; NCOA2 inhibitor: -20; NOD2-RIPK2 inh: -11; LMP1 NFkB inh: -8; TLR9-MyD88 block: 5

How did COc1ccc(Cc2nnn(CC(=O)O)n2)cc1 do in these assays?
C8 TRAIL sens: 11; LRH-1 inv ag: -7; NCOA1 inh: 11; SRC3 inh: 5; TROY signal inh: -4; NR2F2 inh: 10; NCOA2 inhibitor: -5; NOD2-RIPK2 inh: -3; LMP1 NFkB inh: -4; TLR9-MyD88 block: 9

What do the screens show for `Oc1ccc(CCC2CCCCN2Cc2nc(C3CC3)no2)cc1` (stereo unspecified)?
Vif imaging: -31; C8 TRAIL sens: 1; LRH-1 inv ag: 0; NCOA1 inh: -3; SRC3 inh: -13; TROY signal inh: -4; NR2F2 inh: -15; NCOA2 inhibitor: -1; NOD2-RIPK2 inh: 7; LMP1 NFkB inh: 1; TLR9-MyD88 block: 5

What do the screens show for `CC1=C(C(=O)N2CCCCCC2)CC(CC(=O)NCCN2CCOCC2)C(=O)N1Cc1ccc(F)cc1` (stereo unspecified)?
C8 TRAIL sens: -6; LRH-1 inv ag: 0; TROY signal inh: 4; NR2F2 inh: 7; NCOA2 inhibitor: 9; NOD2-RIPK2 inh: -9

Results for O=C(C1CCN(S(=O)(=O)c2cnc[nH]2)CC1)N1CCN(c2ccc([N+](=O)[O-])cc2)CC1 ?
Vif imaging: -2; C8 TRAIL sens: 15; LRH-1 inv ag: 0; NCOA1 inh: 19; SRC3 inh: -12; TROY signal inh: -13; NR2F2 inh: 7; NCOA2 inhibitor: -6; NOD2-RIPK2 inh: -3; LMP1 NFkB inh: -2; TLR9-MyD88 block: -2

How did CCCCNCc1cc(OC)c(OCC(N)=O)cc1Br do in these assays?
Vif imaging: -6; C8 TRAIL sens: -1; LRH-1 inv ag: -6; NCOA1 inh: -16; SRC3 inh: -11; TROY signal inh: -12; NR2F2 inh: -6; NCOA2 inhibitor: -21; NOD2-RIPK2 inh: -5; LMP1 NFkB inh: -6; TLR9-MyD88 block: -12

How did CNC(=S)NNc1nc(-c2ccccc2)c2cc(Cl)ccc2n1 do in these assays?
Vif imaging: 10; C8 TRAIL sens: -1; LRH-1 inv ag: 20; NCOA1 inh: 4; SRC3 inh: 12; TROY signal inh: -6; NR2F2 inh: -2; NCOA2 inhibitor: -36; NOD2-RIPK2 inh: 3; LMP1 NFkB inh: -5; TLR9-MyD88 block: -3

Some of the compounds tested (hit frequency here may not be typical).
